PTHR1 agonist: activates the human parathyroid hormone receptor PTHR1. hit rate 0.075% among 410,000. AID 743266. Q03431. Potency, µM (series often up to 115 µM), for the others: at the highest dose activation, usual class: activators. HEK293 GP2 PTHR1 cells, GloSensor cAMP luminescence, 1 h; note: potency is the fitted concentration of half-maximal effect; nearly all actives have a fitted effect of over 55% in size; some results filed as inactive show a strong effect at the top dose; inactives centre near -15; many of its hits are not listed in these tables
Target sequence (Q03431 whole entry, looked up): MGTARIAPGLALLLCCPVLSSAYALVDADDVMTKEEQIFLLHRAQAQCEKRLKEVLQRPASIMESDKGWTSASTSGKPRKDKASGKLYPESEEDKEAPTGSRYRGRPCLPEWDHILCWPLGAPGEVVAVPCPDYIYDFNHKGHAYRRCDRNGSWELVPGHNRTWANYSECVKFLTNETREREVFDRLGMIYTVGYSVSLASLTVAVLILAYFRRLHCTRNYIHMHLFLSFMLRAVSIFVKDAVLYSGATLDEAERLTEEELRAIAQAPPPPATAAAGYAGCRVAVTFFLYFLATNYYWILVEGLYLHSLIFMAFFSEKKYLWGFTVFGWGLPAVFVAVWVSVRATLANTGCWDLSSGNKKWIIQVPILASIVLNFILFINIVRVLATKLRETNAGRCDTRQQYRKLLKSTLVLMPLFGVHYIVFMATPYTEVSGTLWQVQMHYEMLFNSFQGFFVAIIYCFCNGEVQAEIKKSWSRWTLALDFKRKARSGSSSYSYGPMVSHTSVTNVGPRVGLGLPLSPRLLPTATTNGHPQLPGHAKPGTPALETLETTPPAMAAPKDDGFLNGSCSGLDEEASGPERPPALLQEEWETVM
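HEK-293-derived GP2 cells expressing PTHR1 and a GloSensor cAMP reporter, 3,000/well, plated overnight, given luciferin plus IBMX (each 0.5 mM as added) for 1 h at 37 °C, then compound for 1 h at 37 °C. Luminescence was read after 15 min at room temperature.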
FUS yeast rescue: suppressors of FUS proteinopathy in yeast; S. cerevisiae FUS-expressing, growth rescue, OD600, 24 h; AID 1347120; hit rate 0.24% among 390,000; Potency, µM (series often up to 76.6 µM), for inactives: top-dose growth rescue (activation), most hits filed as activators;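 note: potency is the fitted concentration of half-maximal effect; plate controls were DMSO vehicle for no effect and reference control for full effect; nearly all actives have a fitted effect of over 55% in size; some results filed as inactive show a strong effect at the top dose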
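Yeast expressing FUS under galactose induction, OD 0.005 in 2% galactose medium; compounds in a dilution series, 24 h at 30C. Growth rescue by absorbance at 600 nm; CP55940 positive control, DMSO negative.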
pAkt inh: blocks phosphorylation of Akt | Neuro2A IGF-stimulated pAkt S473 HTRF, 20 min; active compounds read low | activity change, % for hits at 50 µM | hit rate 0.32% among 360,000 | AID 651550; in the data active = activity change below about -80%; inconclusive = mostly about -51% to -80%; note: % is set by controls: 0 for no effect and ±100 for the full control effect
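Single-point screen (50 µM final compound) in Neuro2A cells stimulated 20 min with 6 nM IGF at 37 deg C. After lysis, Ser473-phosphorylated Akt read by HTRF (ex 330 nm, em 615/665 nm) as the 665/615 ratio.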
aSyn yeast inh: rescues yeast growth from alpha-synuclein toxicity; Yeast expressing alpha-synuclein, growth rescue, BacTiter-Glo, 24 h; Potency, µM (titrated, usually from 46.1 µM), inactives show top-dose growth rescue (activation), actives largely listed as activators; hit rate 0.14% among 370,000; AID 652106; note: potency is the fitted concentration of half-maximal effect; % of control where 0% means no effect; nearly all actives have a fitted effect of over 65% in size
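Screening used galactose-induced yeast with toxic alpha-synuclein levels, exposed to compound for 24 hr at 30 deg C. Cell growth, read with BacTiter-Glo luminescence, gave the measured signal.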
Abeta rescue: restores growth of yeast expressing A-beta42 peptide; hit rate 0.063% among 410,000; yeast expressing A-beta42, growth rescue, OD600, 48 h; response scale: 0% DMSO, 100% iron-clioquinol control; Potency, µM (top dose mostly 46.1 µM), for inactives: at the top dose growth rescue, usual class: activators; note: potency is the fitted concentration of half-maximal effect; nearly all actives have a fitted effect of over 55% in size
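Growth rescue measured by 600 nm absorbance after 48 h yeast culture at 30 C with compound. Values normalized between DMSO and an equimolar ferric chloride plus clioquinol control.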
MmCpn inh: M. maripaludis TRiC chaperonin inhibition; purified Mm-Cpn ATPase, ADP Transcreener TR-FRET; Potency, µM (titrated, usually from 76.9 µM), for inactives: top-dose activity, negative = inhibition, hits mostly inhibitors; hit rate 0.031% among 330,000; AID 504842; note: potency is the fitted concentration of half-maximal effect; % is set by controls: 0 for no effect and ±100 for the full control effect; nearly all actives have a fitted effect of over 80% in size
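TR-FRET (320 nm excitation; 590 and 665 nm emission) reports ADP made from 10 uM ATP by 25 nM enzyme; compounds were preincubated 10 min, reaction run 30 min, both at 37°C.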
TDP43 rescue: TDP-43 toxicity inhibition in yeast; Potency, µM (series often up to 46.1 µM), inactives show at the top dose growth rescue (activation), usual class: activators; TDP-43 expressing yeast growth rescue, BacTiter-Glo, 24 h; AID 652104; hit rate 1.8% among 410,000; note: potency is the fitted concentration of half-maximal effect; % of control where 0% means no effect; nearly all actives have a fitted effect of over 50% in size
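Luminescence from BacTiter-Glo reports growth of TDP-43-expressing yeast after 24 hr at 30 deg C with compound. Cells were raffinose-pregrown to mid-log, then seeded in galactose medium at OD600=0.02.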
HEK293 tox: cytotoxic in the GLP-1 receptor inverse agonist counter-screen; Potency, µM (top dose mostly 38.3 µM), without a hit: at the top dose activity change, negative = inhibition, usual class: inhibitors; hit rate 0.13% among 410,000; HEK293 cAMP-luciferase reporter cells, luminescence, 24 h; AID 624418;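 note: loss of luciferase light is scored as toxicity; potency is the fitted concentration of half-maximal effect; % is set by controls: 0 for no effect and ±100 for the full control effect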
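Compound-treated cells are incubated 24 hr at 37 deg C under 5% CO2 after a 12 hour attachment period, then luciferase detection reagent is added and luminescence is measured following 12 min at room temperature; lowered signal indicates toxicity.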
GLP1R inv ag: inverse agonists of human GLP-1 receptor; Potency, µM (titrated, usually from 38.3 µM), for the others: at the highest dose activity change, negative = inhibition, hits mostly inhibitors; hit rate 1.6% among 410,000; HEK293 GLP-1R CRE-luciferase, luminescence, 24 h; GLP-1R form is constitutively active; note: potency is the fitted concentration of half-maximal effect; % is set by controls: 0 for no effect and ±100 for the full control effect; nearly all actives have a fitted effect of over 55% in size
Target sequence (P43220 whole entry, looked up): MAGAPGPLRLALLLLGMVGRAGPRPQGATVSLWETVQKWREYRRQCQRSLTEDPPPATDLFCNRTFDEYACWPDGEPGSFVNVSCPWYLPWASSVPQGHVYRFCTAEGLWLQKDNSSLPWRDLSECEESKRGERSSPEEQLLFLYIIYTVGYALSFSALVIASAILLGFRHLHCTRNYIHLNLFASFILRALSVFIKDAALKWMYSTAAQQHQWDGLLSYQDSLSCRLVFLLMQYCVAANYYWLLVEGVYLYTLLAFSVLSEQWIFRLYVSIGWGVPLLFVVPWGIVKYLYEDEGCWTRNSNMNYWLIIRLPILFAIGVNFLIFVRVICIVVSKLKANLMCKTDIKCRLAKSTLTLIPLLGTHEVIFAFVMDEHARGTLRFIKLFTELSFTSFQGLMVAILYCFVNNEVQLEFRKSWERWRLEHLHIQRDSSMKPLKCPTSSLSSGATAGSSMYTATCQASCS
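GLP-1R inverse agonism mode: basal reporter luminescence in engineered HEK293 cells measured after one day of compound exposure at 37 deg C, with a 12 min room-temperature detection step.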
An asterisk follows results filed as active; i = inactive; ? = inconclusive; . = no result given; [ ] = remark or other dose. Unless noted, calls come from the whole dose curve; as a rule, active = well fitted curve in the direction sought with a large enough effect; inconclusive = small, poorly fitted or top-dose-only effect, or another doubt; inactive = no such curve, though single readings can be large; an effect the other way counts as inactive or inconclusive. The list is partial. The share of hits here may be higher or lower than overall.

Order of results: aSyn yeast inh, GLP1R inv ag, HEK293 tox, FUS yeast rescue, Abeta rescue, pAkt inh, PTHR1 agonist, TDP43 rescue, MmCpn inh
- CC(Oc1ccc(Cl)cc1Cl)c1nc(-c2ccc(NC(=O)c3ccco3)cc2)no1 (stereo unspecified)
→ -12%, -30%, -7%, 21%, -3%, i, -23%[57.5 µM], 18%, -11%
- CC1=NCCN1S(=O)(=O)c1cc(Cl)ccc1Cl
→ -2%, -9%, -2%, 36%, 0%, i, 3%, 8%, 0%
- CCCNC(=O)c1c(N)n(-c2cccc(OC)c2)c2nc3ccccc3nc12
→ 4%, -7%, 140%[activator], 30%, 26%, i, i, ?, -1%
- CC1SCC(=O)N(CC(=O)NC2CCCCC2)C1=O (stereo unspecified)
→ -6%, 4%[7.66 µM], -1%[7.66 µM], 11%, -3%, i, -10%, -15%, -1%
- COc1ccc(-c2cc(C(=O)Nc3c(C)n(C)n(-c4ccccc4)c3=O)c3ccccc3n2)cc1OC
→ 3%, -10%, -6%, 22%, 6%, i, i, 13%, -2%
- COc1ccc2oc(C(=O)Nc3ccccn3)c(C)c2c1
→ -16%, -15%, 1%, -11%, -8%, i, -42%[inhibitor], 25%, -5%
- Cc1[nH]c2ccccc2c1C(c1ccncc1)N1CCCCC1 (stereo unspecified)
→ -4%, 29%, 5%, 0%, -3%, i, -4%, 22%, 0%
- O=C(Cc1nn[nH]n1)Nc1ccc(F)cc1F
→ 1%, -4%, 3%, 22%, 5%, i, i, -8%, -1%
- CCOC(=O)c1nnn(-c2nc(OC)nc(N3CCCC3)n2)c1-c1ccccc1
→ -1%, 27%, -3%, 7%, 5%, i, -8%, ?, 1%
- Cc1c(C(=O)NCc2cccnc2)oc2ccc(S(=O)(=O)N3CCCCC3)cc12
→ 0%, -8%, ?, 26%, 15%, i, -34%[inhibitor], -8%, 1%
- CC1CCN(c2nncc3ccccc23)CC1
→ -9%, 2%, -12%, -1%, 20%, i, -9%[57.5 µM], -28%, -1%
- O=C(C1CCCN(S(=O)(=O)c2cnc[nH]2)C1)N1CCN(c2ccc(Cl)cc2)CC1 (stereo unspecified)
→ -6%, -13%, 0%, 14%, 4%, i, -26%, 18%, -3%
- COc1ccc(NCCNc2ccc(OC)cc2)cc1
→ -17%, -4%, -8%, 38%, -12%, i, i, -26%, -2%
- OC[C@H]1O[C@@H](Oc2ccc(O)cc2)[C@H](O)[C@@H](O)[C@@H]1O
→ 0%, 6%, -2%, -14%, -7%, i, -15%, 0%, .
- CC(C)C[C@H](NC(=O)c1nc[nH]c1C(=O)N1CCC(C)CC1)C(=O)OCc1ccccc1
→ 0%, 3%, -3%, 25%, 2%, i, 22%, -26%, 0%
- COc1ccc(S(=O)(=O)N2CCC(Oc3ccc(-n4cnnn4)cc3)CC2)cc1OC
→ ., 13%, -7%, 44%, 9%, ., -20%, 21%, .
- Cc1nc(-c2ccccc2)sc1CCNC(=O)C(=O)Nc1ccc2c(c1)OCO2
→ -7%, 15%, -5%, -24%, -8%, ., i, 16%, .
- Cc1ccc(-c2cn3c(n2)sc2cc(C(=O)NC4CCCCCC4)ccc23)c(C)c1
→ ., 1%, 2%, -17%, -6%, ., -13%, ?, .
- CCOc1c(C(N)=O)c(-c2ccccc2)c2c(=O)[nH]c3ccccc3n12
→ 0%, 11%, -3%, -17%, -13%, i, -1%[57.5 µM], -10%, -1%
- Cn1c(C(=O)NCc2ccccn2)cc2c(=O)n3ccccc3nc21
→ 1%, 0%, 77%[activator], -2%, 3%, i, -9%[57.5 µM], -15%, -1%
- C=CC[C@@H](CC(=O)N(CCO)Cc1ccccc1)C(=O)N[C@H](COC(=O)[C@@H](CC=C)Cc1ccc(F)cc1)Cc1ccccc1
→ -2%, ?, -26%, ?, 7%, i, i, 23%, 1%
- CCOc1ccc(OCCSc2nc(N)cc(=O)[nH]2)cc1
→ 4%, 63%[activator], 3%, -18%, -14%, i, i, 10%, 2%
- CN(C)S(=O)(=O)c1cccc(NC(=O)c2ccc(Sc3nncn3C)c([N+](=O)[O-])c2)c1
→ -8%, 1%, 5%, 4%, 9%, i, -7%, 16%, 0%
- O=C(CC1CS(=O)(=O)CC1CC(=O)Nc1ccc2c(c1)OCCO2)Nc1ccc2c(c1)OCCO2 (stereo unspecified)
→ -6%, -46%, 6%, 21%, 12%, i, -6%, -7%, -2%
- Cc1ccc(C(=O)OCC(=O)c2ccc(CC(=O)N3CCOCC3)s2)c(C)c1
→ 2%, -21%, 5%, ?, -9%, i, i, -10%, -1%
- CC(C)(C)NC(=O)C(c1ccc(O)cc1)N(C(=O)CCC(=O)Nc1nccs1)c1cccc(F)c1 (stereo unspecified)
→ 9%, -8%, -16%, 18%, 11%, i, i, -3%, ?
- CCc1ccccc1N(C)C(=O)Cn1cnc2sc(C)c(S(=O)(=O)N3CCC(C)CC3)c2c1=O
→ ., -30%, 1%, -25%, -7%, ., 1%, 9%, .
- Cc1csc(NC(=O)C2C3C=CC(C3)C2C(=O)O)n1 (stereo unspecified)
→ 0%, -11%, -28%, 11%, -2%, i, i, -17%, 1%
- CC(O)(c1ccccc1)c1nc(-c2ccc(S(C)(=O)=O)cc2)cs1 (stereo unspecified)
→ -20%, 6%, 6%, -7%, -2%, i, -37%, 18%, .
- COc1cccc(CC(=O)Nc2cc(S(=O)(=O)N3CCOCC3)ccc2N2CCN(C)CC2)c1
→ -7%, -2%, 6%, 8%, 11%, i, -7%, 3%, 2%
- COc1ccc2o/c(=N\O)c(C(=O)Nc3ccccc3OC)cc2c1
→ -3%, 4%, 15%, -1%, -6%, i, i, -5%, 0%
- CN(CCOC(=O)c1cccc(F)c1)Cc1ccccc1
→ 2%, ?, ?, -27%, 11%, i, i, 6%, 1%
- Cc1ccc(-n2ncc(C(=O)NCCN3CCc4ccccc4C3)c2C2CCN(C(=O)OC(C)(C)C)CC2)cc1
→ ., ?, -4%, 32%, -1%, ., -11%, -14%, .
- CC(C)(C)OC(=O)N1CCC(c2c(C(=O)NCCN3CCOCC3)cnn2-c2cccc(Cl)c2)CC1
→ ., -8%, 2%, 4%, -10%, ., i, 11%, .
- O=C1CCc2cc(S(=O)(=O)NCCC(=O)N3CCN(c4cccc(Cl)c4)CC3)ccc2N1
→ -1%, 1%, 18%, 67%, 1%, i, -33%[inhibitor][57.5 µM], -18%, -3%
- CCn1nc(C(=O)OC(C(=O)c2c[nH]c3ccccc23)c2ccccc2)c2ccccc2c1=O (stereo unspecified)
→ 3%, -1%, -1%, ?, 5%, i, -8%, -2%, -10%
- NC(=S)N/N=C/c1ccc2cccc(OCc3ccccc3)c2n1
→ -4%, ?, -30%, ?, 30%, i, -20%, -10%, -7%
- COC(=O)c1ccccc1NC(=O)C1CCCN(c2nnc(-n3cccc3)s2)C1 (stereo unspecified)
→ ?, -20%, -2%, 5%, 15%, i, -24%, 21%, -2%
- O=C(COc1ccc2c3c(c(=O)oc2c1)CCCC3)N1CCN(c2ccc(F)cc2)CC1
→ -4%, 16%, -13%, -4%, -3%, i, -33%[inhibitor], 12%, 1%
- O=C(NCCCN1CCOCC1)c1cc2c(=O)[nH]c3ccccc3c2s1
→ -3%, 22%, -3%, 5%, 1%, i, 20%, -4%, 2%
- COc1ccc(C2COc3cc(O)ccc3C2)c(OC)c1O (stereo unspecified)
→ 0%, ?, ?, 3%, -6%, i, -53%, -5%, .
- COc1ccc(CSc2n[nH]c(=O)[nH]c2=O)cc1
→ -2%, 5%, -1%, -14%, -13%, i, -1%, -4%, .
- C=CCOc1ccc(/C=N/n2nnnc2N)cc1OC
→ -6%, 62%[activator], 0%, -8%, -7%, i, -20%, -3%, .
- CC(C)Cc1nc(SCC(=O)N2CC(C)OC(C)C2)c2c(=O)n(C)c(=O)n(C)c2n1 (stereo unspecified)
→ 0%, 11%, 0%, ., 3%, i, -12%, ?, -1%
- COc1ccccc1CCC(=O)NCCCn1ccc2ccccc21
→ 0%, ?, -4%, 20%, 13%, i, i, 8%, -5%
- Cc1ccc(CSc2nnc(Nc3ccc(C)cc3)s2)cc1
→ 0%, 1%, -14%, -10%, 14%, i, i, 17%, -3%
- CC(C)(C)N(Cc1ccccc1)C(=O)COC(=O)CCc1c[nH]c2ccccc12
→ ?, ?, -15%, ., 29%, i, i, 18%, -1%
- Cc1c(NC(=O)C(C)OC(=O)CNC(=O)c2ccccc2)c(=O)n(-c2ccccc2)n1C (stereo unspecified)
→ ., 5%, 4%, 4%, -1%, ., -20%, -7%, 0%

Some of these compounds in order of count of non-hydrogen atoms, smallest number first.
Order of results: aSyn yeast inh, GLP1R inv ag, HEK293 tox, FUS yeast rescue, Abeta rescue, pAkt inh, PTHR1 agonist, TDP43 rescue, MmCpn inh
- CN(CCOC(=O)c1cccc(F)c1)Cc1ccccc1
→ 2%, ?, ?, -27%, 11%, i, i, 6%, 1%
- Cc1ccc(CSc2nnc(Nc3ccc(C)cc3)s2)cc1
→ 0%, 1%, -14%, -10%, 14%, i, i, 17%, -3%
- NC(=S)N/N=C/c1ccc2cccc(OCc3ccccc3)c2n1
→ -4%, ?, -30%, ?, 30%, i, -20%, -10%, -7%
- COC(=O)c1ccccc1NC(=O)C1CCCN(c2nnc(-n3cccc3)s2)C1 (stereo unspecified)
→ ?, -20%, -2%, 5%, 15%, i, -24%, 21%, -2%
- CC(C)Cc1nc(SCC(=O)N2CC(C)OC(C)C2)c2c(=O)n(C)c(=O)n(C)c2n1 (stereo unspecified)
→ 0%, 11%, 0%, ., 3%, i, -12%, ?, -1%

Assay outcomes (PubChem BioAssay)
